Source: PubChem (Broad Institute)
LGR2 inh = inhibitors of bursicon-induced Drosophila LGR2 receptor cAMP signaling; HEK293 LGR2, CRE-luciferase, bursicon-stimulated, 4 h; inhibition, % at 9.99 µM; actives 0.35% (n = 380,000);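 active means drop in luminescence signal, shown as inhibition above about 50% in the replicate tests, limit read from the data, passing the limit was not always enough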;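 further: agonist challenge used bursicon conditioned medium at about half maximal strength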
Cneo AK release = causes C. neoformans cell lysis; lysis activity, % at 15 µM; AID 651654; adenylate kinase release luminescence, 4 h; normalised: neutral wells 0, clomiphene wells 100; actives 0.2% (n = 360,000);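 active means mean lysis activity across replicates of at least 80%, whatever share of replicates individually reach that level; inactive means mean lysis activity below 80%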
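Signal: Adenylate kinase release luminescence | Assay system: Log-phase Cryptococcus neoformans yeast cells | Input: Cells at 5 × 10^6 per mL | Buffer or medium: Fresh YPD growth medium | Compound: Single dose | Schedule: Static 4 h at 37 °C with compound, 1 h detection | Controls: Clomiphene | Read-out: Luminescence rise reflecting yeast cell lysis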
C2C12 statin = suppressors of simvastatin-induced myotoxicity in C2C12 myotubes; ATP luminescence, 48 h; scaled: DMSO 0, geranylgeraniol control 100; rescue of ATP level, % at 7.49 µM; actives 0.78% (n = 330,000);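 active means mean ATP rescue above about 67%, or every replicate alone reaching that limit, limit read from the data, passing the limit was not always enough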;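 further: myotubes were challenged with 10 µM simvastatin during compound exposure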
INS-1E GSIS act = primary screen for activators of insulin secretion dependent on glucose, INS-1E cells, GLuc reporter luminescence; INS-1E GLuc reporter insulin secretion, 2-3 h; activation, % at 16.6 µM; actives 0.61% (n = 370,000);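 active means lowest replicate activation of at least 40%, so every replicate reaches that level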;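 further: 0% = median of neutral control wells and 100% = median of IBMX positive control wells; some compounds called inactive have numbers as strong as hits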
PglD inh = blocks C. jejuni PglD acetyltransferase activity; actives 0.098% (n = 360,000); inhibition, % at 12.5 µM; purified PglD enzyme, DTNB colorimetric CoA detection; in the data active means inhibition above about 16%, passing the limit was not always enough; further: strong numbers were not always called active
PGC1a acetyl inh = modulators of PGC1a acetylation. U2OS PGC1a acetylation, AlphaScreen anti-acetyl-lysine; with virally co-expressed GCN5 acetyltransferase. inhibition, % at 15.6 µM. actives 0.17% (n = 350,000);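 active means every replicate shows inhibition of at least 40%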;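 further: 0% = neutral control wells and 100% = positive control wells; some results beyond the cut were filed as inactive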
ARNT TACC3 PPI = ARNT/TACC3 interaction disruption | Q9Y6A5 | AlphaScreen His-ARNT PAS-B/GST-TACC3 binding, luminescence; TACC3 fragment carries E629A point mutation | inhibition, % at 9.99 µM | actives 0.66% (n = 390,000);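 active means mean inhibition of replicates at least 50% and at least half of replicates each reaching 50%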;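 further: 0% = complete ARNT plus TACC3 wells and 100% = ARNT alone without TACC3; many hits fall short of the cut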
PAX8 reporter = inhibitors of PAX8 transcriptional activity in RMG-I cells; inhibition, % at 12.6 µM; actives 1.2% (n = 360,000); RMG-I TPO-luciferase reporter, SteadyGlo, 24 h;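 active means mean replicate inhibition at least 60% with every replicate also reaching 60%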;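 further: luciferase light reporting Pax8 driven TPO promoter activity; plate controls were median of neutral control wells for no effect and mitoxantrone controls for full effect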
* marks the source's active call; other numbers are inactive results; . = not tested or not shown; & = joins results of further samples. Random draw from the library (roughly 2.9% active in at least one column).

entry	SMILES	ARNT TACC3 PPI	PglD inh	INS-1E GSIS act	C2C12 statin	PGC1a acetyl inh	LGR2 inh	Cneo AK release	PAX8 reporter
1	Cc1cc(=O)n(C(C)c2ccccc2)n1C(C)c1ccccc1 (configuration not stated)	-2	.	13	.	.	-17	.	5
2	Cc1cccc(NC(=O)CSc2ccc(-c3ccccn3)nn2)c1C	55*	.	18	.	3	3	.	-23
3	CCc1nc2ccc(C(=O)N3CCN(c4cc(C)ccc4C)CC3)cc2nc1CC	6	-2	-35	4	2	-17	14	11
4	Cc1ccccc1-c1nc(CS(=O)CC(=O)NC(C)CCc2ccccc2)c(C)o1 (configuration not stated)	-5	2	.	38	.	.	1	.
5	CCSc1ccccc1C(=O)N1CCN(c2ccc([N+](=O)[O-])cc2)CC1	25	.	-27	.	.	0	.	22
6	CN1CCN(S(=O)(=O)c2cccc(C(=O)N3CCN(c4ccccc4F)CC3)c2)CC1	-11	3	9	-3	-15	8	-1	-8
7	COc1ccc(NC(=O)N2CC[C@@H]3[C@H]2c2cc(-c4ccc(F)cc4)ccc2N(C)[C@H]3CO)cc1	19	0	-9	59	-8	3	-3	71*
8	CC(=O)c1cccc(NC(=O)C(C)OC(=O)c2cc(=O)[nH]c3ccccc23)c1 (configuration not stated)	4	7	-2	-21	7	1	1	-7
9	COC1CCN(C(=O)c2ccc(OC3CCN(Cc4ccccn4)CC3)cc2)CC1	4	-5	.	.	-1	.	3	7
10	O=C(Cn1nnc(-c2ccccc2F)n1)NCCc1ccccc1	-4	-2	.	-26	5	-6	1	11
11	CN(C)c1ccc(NC(=O)c2ccc3nc[nH]c3c2)cc1	10	0	.	-4	4	.	-6	-69
12	C/C(CCC(=O)O)=N/Nc1ccc([N+](=O)[O-])cc1[N+](=O)[O-]	.	-6	-7	.	.	6	-5	3
13	Cc1noc(C)c1S(=O)(=O)Nc1ccc2c(c1)C(=O)N([C@@H](C)CO)C[C@@H](C)[C@@H](CN(C)C(=O)Nc1ccc(C(F)(F)F)cc1)OCCCC[C@H](C)O2	-4	0	-10	.	7	13	1	39
14	C[C@H](NC(=O)C[C@@H]1CC[C@@H](NC(=O)c2cccnc2)[C@@H](CO)O1)c1ccccc1	0	7	-6	-24	-12	4	28	18
15	O=S(=O)(Nc1ccccn1)c1ccc(Oc2ccccc2)cc1	-5	3	.	-7	-6	.	4	-5
16	CN1CCN(c2ccccc2NC(=O)COc2ccc(Cl)cc2)CC1	2	2	13	0	.	-10	1	-2
17	NS(=O)(=O)c1cccc(NC(=O)CSc2nc3ccccc3c(=O)n2Cc2ccco2)c1	-2	1	-7	3	3	-1	-1	.
18	COc1ccc2cc([C@H](C)C(=O)N(C)Cc3ccccc3N3CCCC3)ccc2c1	10	0	-39	6	-17	9	0	11
19	CO[C@@H]1CN(C)C(=O)c2cc(NC(=O)Nc3ccccc3F)ccc2OC[C@H](C)N(Cc2ccccc2C(=O)O)C[C@H]1C	5	3	17	3	-2	6	0	-13
20	C=CCn1c(-c2ccc(S(=O)(=O)N3CCOCC3)cc2)csc1=Nc1ccccc1	11	-13	.	34	3	.	-4	.
21	O=C(c1ccc(Cl)c(S(=O)(=O)N2CCCCC2)c1)N1CCCCCC1	-7	-9	-17	-5	.	-2	7	-11
22	O=C(CNS(=O)(=O)c1ccc(Br)cc1)N1CCOCC1	-1	4	.	-7	.	.	-2	9
23	CCCC(=O)Nc1ccc2c(c1)C(=O)N(C)C[C@@H](OC)[C@@H](C)CN(C(=O)c1ccncc1)[C@H](C)CO2	-1	-2	14	-1	-5	6	-11	-1
24	CC(C)(C)S(=O)N1Cc2cc(CO)cc(-c3ccccc3)c2[C@H]1CCO (some centres not stated)	1	-6	-5	-2	.	-4	3	-7
25	C[C@H](CO)N1C[C@H](C)[C@@H](CN(C)C(=O)Nc2cccc3ccccc23)Oc2ccc(NC(=O)c3ccncc3)cc2CC1=O	.	1	-11	-69	-9	11	-2	8

Remaining list, next part:
entry	SMILES	ARNT TACC3 PPI	PglD inh	INS-1E GSIS act	C2C12 statin	PGC1a acetyl inh	LGR2 inh	Cneo AK release	PAX8 reporter
26	Cc1cc2nc(N)sc2cc1[N+](=O)[O-]	7	3	.	28	-7	.	-2	.
27	CC(C)(C)OC(=O)CNC(=O)c1[nH]cnc1C(=O)NC(c1ccccc1)c1ccccc1	5	-3	-36	2	2	0	1	17
28	CCc1cc2ccc(OC)cc2nc1SCC(=O)N1CCN(C(=O)c2ccco2)CC1	3	0	-7	-21	7	8	0	7
29	CCOC(=O)C1=C(C)N(C)C(=S)NC1c1c(OCC)ccc2ccccc12 (configuration not stated)	5	.	0	.	2	6	.	23
30	CO[C@H]1CN(C)C(=O)c2cc(NS(=O)(=O)CC(F)(F)F)ccc2OC[C@@H](C)N(CC2CCCCC2)C[C@@H]1C	-9	4	-14	21	8	-2	-1	-3
31	COc1ccc(-c2cn(CC[C@H]3CC[C@@H](NC(=O)Nc4ccc(F)cc4)[C@@H](CO)O3)nn2)cc1	.	.	3	.	8	-2	.	0
32	Oc1ccc(-c2cn3ccccc3n2)cc1O	9	1	-5	-27	.	-25	-4	-101
33	CC(=O)c1ccc(N2CCN(S(=O)(=O)c3ccc(-c4cnc(C5CC5)o4)cc3)CC2)cc1	6	2	.	12	-1	.	4	.
34	COc1ccc(C(=O)N/C(=C\c2cn(C)c3ccccc23)C(=O)N2CCN(C)CC2)cc1OC	1	-1	8	12	-5	6	8	9
35	O=C(COC(=O)CCCN1C(=O)c2cccc3cccc(c23)C1=O)Nc1ccc(Cl)cc1	-5	.	2	.	.	19	.	-19
36	CC(=O)Nc1cc(C)nn1-c1nc2ccccc2s1	4	.	8	.	.	-13	.	-28
37	O=C(NCCc1csc(-c2cccnc2)n1)c1ccco1	-4	-3	-3	3	.	0	0	-24
38	Cc1ccnc(NS(=O)(=O)c2ccc(NC(=O)Cc3c(F)cccc3Cl)cc2)n1	-11	1	32	37	.	-6	1	-5
39	COc1cc(/C=C/C(=O)OC(C)C(=O)Nc2c(C)n(C)n(-c3ccccc3)c2=O)ccc1OCC#N (configuration not stated)	.	0	1	-1	-1	23	2	16
40	COc1ccc(N2CCN(C(=O)CSc3ccc([N+](=O)[O-])cc3)CC2)cc1	-6	.	0	.	-9	4	.	-28
41	O=C(C[C@H]1C=C[C@H](NC(=O)C2CCC2)[C@@H](CO)O1)Nc1nccs1	9	-6	18	-6	4	-5	0	4
42	O=C(CN1CCN(c2ncc(C(F)(F)F)cc2Cl)CC1)NC(=O)NCc1ccccc1	-57	3	.	8	.	.	-1	.
43	Cc1noc(C)c1S(=O)(=O)Nc1ccc2c(c1)CC(=O)N([C@H](C)CO)C[C@H](C)[C@@H](CN(C)S(=O)(=O)c1c(C)noc1C)O2	0	-3	0	9	-3	-2	-11	-18
44	Cc1ccc(S(=O)(=O)N2CCOC23CCN(C(=O)c2ccc(Cl)cc2Cl)CC3)cc1	-30	6	-4	13	.	-3	-2	30
45	CC(=O)c1c(C)n(-c2ccccc2Br)c2ccc(O)cc12	-17	0	-5	8	-11	14	-1	0
46	COc1cnc(SC(C)C)[nH]c1=O	-15	.	0	-9	8	20	.	3
47	COc1ccc(C2CC(C(F)(F)F)n3nc(C(=O)NCc4cn(C)nc4C)c(Cl)c3N2)cc1 (configuration not stated)	4	5	-6	31	-16	-5	-1	.
48	COCCN(C[C@@H]1N[C@@H](CO)[C@@H]1c1ccc(-c2cccc(F)c2)cc1)C(C)=O	-10	0	-10	-28	10	-28	5	8
49	CC(C)[C@H](NC(=O)C1CCN(S(=O)(=O)c2ccccc2)CC1)C(=O)NCc1ccc(F)cc1	0	-1	2	9	-10	6	-1	7
50	CCSc1ncc(Cl)c(C(=O)Nc2ccc(S(N)(=O)=O)cc2)n1	-22	1	16	17	6	-1	-2	70*

Other records:
entry	SMILES	ARNT TACC3 PPI	PglD inh	INS-1E GSIS act	C2C12 statin	PGC1a acetyl inh	LGR2 inh	Cneo AK release	PAX8 reporter
51	Cc1ccc2oc(=O)c3cnn(CC(=O)N4CCN(c5ccccc5)CC4)c3c2c1	5	-5	.	-4	-10	.	-1	-8
52	CCc1ccc(NC(=O)[C@H](C)NC(=O)C2CCN(C(=O)[C@@H](N)Cc3ccccc3)CC2)cc1	1	-4	.	5	-1	.	12	.
53	C[C@@H]1CCCCO[C@H](CN(C)S(=O)(=O)c2cn(C)cn2)[C@@H](C)CN([C@H](C)CO)C(=O)c2cc(NC(=O)c3ccncc3)ccc2O1	-8	-10&1	-9&1	-1	8	12	2&-3	3&5
54	COc1ccccc1C(=O)Nc1ccc(S(=O)(=O)N2CCCCC2)cc1	-18	-1	-9	-7	-37	7	3	29
55	C[C@@H]1CN([C@@H](C)CO)C(=O)c2cc(NC(=O)Nc3ccccc3)ccc2O[C@@H]1CN(C)Cc1ccccc1	.	4	-12	-12	-3	-8	-4	-12
56	Cc1ccc(C(=O)NCc2ccccn2)cc1Cl	30	.	21	5	-2	3	.	-48
57	Cc1cc(C(=O)Nc2cccc3c2O[C@H](CN(C)Cc2ccc(Oc4ccccc4)cc2)[C@H](C)CN([C@@H](C)CO)C3=O)n(C)n1	6	-1	-32	11	7	2	-9	21
58	O=C(Cc1ccccn1)N1CC[C@@H]2[C@H](CO)Nc3ccc(-c4cccc(F)c4)cc3[C@@H]21	19	-3	7	-5	-8	-3	6	-10
59	COC(=O)c1c(NC(=S)Nc2ccc(CC(=O)O)cc2)sc(C)c1C	16	1	10	1	-1	-1	-3	3
60	O=C(c1cnccn1)N1CC[C@H]2[C@H](CO)Nc3ccc(-c4ccccc4F)cc3[C@H]21	-5	-4	3	11	2	-7	13	-9
61	S=C(NCCc1ccc(Cl)cc1)NC1CCCCC1	-17	3	-25	-21	.	-71	54	-147
62	C[C@@H]1CN([C@H](C)CO)C(=O)c2ccccc2-c2ccccc2CO[C@@H]1CN(C)Cc1ccc(C(F)(F)F)cc1	.	.	-23	.	-30	-21	.	8
63	O=C(O)/C(=C\c1ccc(Br)cc1)NC(=O)c1cccs1	-4	25*	-8	0	16	12	2	-5
64	CN(CC(=O)Nc1ccc(Cl)cc1)C(=O)c1ccc(S(=O)(=O)Nc2ccccc2)cc1	1	0	-44	-28	.	-12	2	29
65	COc1cccc(NC(=O)N2CC3(C2)[C@H](c2ccccc2)[C@H](CO)N3C(C)=O)c1	.	.	-1	.	3	10	.	5
66	Cc1ccc(OCCC(=O)OCC(=O)NC(=O)c2ccccc2)cc1	-35	10	4	-13	.	7	6	6
